Bioassay records (PubChem BioAssay)
SIAE primary: inhibitors of human sialic acid acetylesterase SIAE | Q9HAT2 | inhibition, % at 9.66 µM | AID 1053197 | SIAE FP-Rh probe binding, fluorescence polarization | 0.69% of 370,000 active;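 active = inhibition above a cutoff: mean of compounds within the control limits plus 3 SD of those, cut at about 17% in these data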;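 note: 0% = plate median of compound wells and 100% = probe without SIAE protein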
mABHD4 FP: inhibits mouse alpha/beta hydrolase domain 4; Q8VD66; purified mABHD4, FP-Rh probe fluorescence polarization; inhibition, % at 8.92 µM; 0.54% of 370,000 active; AID 720543;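 active = inhibition exceeding the mean over every tested compound plus 3 SD, cut at about 30% in these data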;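 note: 0% = plate median of compound wells and 100% = S159A mutant with DMSO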
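assay system = mABHD4 protein | compound dosing = single nominal dose of 8.92 µM, 0.89% DMSO final | read-out basis = percent inhibition of probe binding, normalized to plate controls | schedule = Enzyme–compound pre-incubation 45 min, then probe 60 min, both 25 °C | detection = fluorescence polarization, excitation 525 nm, emission 598 nm, BODIPY TMR filters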
LEDGF integ inh: blocks HIV-1 LEDGF/p75-dependent DNA integration; TR-FRET IN-LEDGF/p75 DNA integration, Eu/Cy5; inhibition, % at 3.7 µM; 0.64% of 370,000 active; AID 743269;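 active = inhibition above the screen-wide mean plus 3 SD, cut at about 13% in these data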;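 note: signal is the Cy5 over europium emission ratio at 671 and 618 nm; 0% = plate median of compound wells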
PG9 binder: PG9 antibody binding by small molecule; inhibition, % at 6.7 µM; 0.43% of 360,000 active; TR-FRET gp120-PG9 antibody binding; AID 624416; in the data active = inhibition above about 8.5%
DDE Tn7 FP inh: disrupts Tn7 cyclic peptide binding to fibrin D-Dimer-E complex; P02675; 0.13% of 370,000 active; FP displacement of FITC-Tn7 peptide from fibrin DD(E); 0% = median of compound wells per plate; inhibition, % at 8.3 µM;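 active = inhibition above the mean of compounds falling within the control limits plus 3 SD of them, cut at about 14% in these data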;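 note: 0% = plate median of compound wells and 100% = 10 µM Aha-Tn7 peptide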
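Also added: labelled Tn7 tracer, 0.1 µM; Assay system: human fibrin DD(E) protein; Amount: 2 µM fibrin DD(E); Schedule: 10 min compound pre-incubation, 3 h probe incubation at room temperature; Repeats: one replicate per compound; Read-out basis: percent inhibition; Measured by: fluorescence polarization of the labelled Tn7 tracer.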
TCR CD3 inh: inhibitors of human TCR-CD3 interaction. TAMRA-labeled TCR probe fluorescence, biochemical. inhibition, % at 9.4 µM. 0.37% of 360,000 active. AID 651800; in the data active = inhibition above about 19%;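 note: recombinant mutant TCR 2C K166C tagged with TAMRA read by polarization; 0% = receptor in buffer alone and 100% = receptor with positive control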
HTRA1 inh: HTRA1 (human) protease inhibition; recombinant HTRA1, FP-rhodamine activity-based probe, fluorescence polarization; inhibition, % at 5.96 µM; 0.5% of 340,000 active; AID 504803; in the data active = inhibition above about 36%;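 note: 0% = enzyme with DMSO and 100% = wells lacking enzyme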
PRMT1 inh: PRMT1 (human) inhibition, primary screen; AID 652257; Q99873; 1.3% of 370,000 active; recombinant PRMT1, activity-based probe fluorescence polarization; inhibition, % at 2.79 µM;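 active = inhibition above about 21% made by adding two undisclosed values, limit read from the data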
UHRF1 binding: UHRF1 methyl-DNA binding inhibition | Q96T88 | UHRF1 binding to methylated oligo, TR-FRET | inhibition, % at 4.4 µM | 0.75% of 370,000 active; in the data active = inhibition above about 21%;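 note: UHRF1 SRA domain binding a hemimethylated CpG hairpin DNA probe; 0% = median of test compound wells and 100% = reference inhibitor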
Target sequence (Q96T88 whole entry, looked up, the tested form may be a part): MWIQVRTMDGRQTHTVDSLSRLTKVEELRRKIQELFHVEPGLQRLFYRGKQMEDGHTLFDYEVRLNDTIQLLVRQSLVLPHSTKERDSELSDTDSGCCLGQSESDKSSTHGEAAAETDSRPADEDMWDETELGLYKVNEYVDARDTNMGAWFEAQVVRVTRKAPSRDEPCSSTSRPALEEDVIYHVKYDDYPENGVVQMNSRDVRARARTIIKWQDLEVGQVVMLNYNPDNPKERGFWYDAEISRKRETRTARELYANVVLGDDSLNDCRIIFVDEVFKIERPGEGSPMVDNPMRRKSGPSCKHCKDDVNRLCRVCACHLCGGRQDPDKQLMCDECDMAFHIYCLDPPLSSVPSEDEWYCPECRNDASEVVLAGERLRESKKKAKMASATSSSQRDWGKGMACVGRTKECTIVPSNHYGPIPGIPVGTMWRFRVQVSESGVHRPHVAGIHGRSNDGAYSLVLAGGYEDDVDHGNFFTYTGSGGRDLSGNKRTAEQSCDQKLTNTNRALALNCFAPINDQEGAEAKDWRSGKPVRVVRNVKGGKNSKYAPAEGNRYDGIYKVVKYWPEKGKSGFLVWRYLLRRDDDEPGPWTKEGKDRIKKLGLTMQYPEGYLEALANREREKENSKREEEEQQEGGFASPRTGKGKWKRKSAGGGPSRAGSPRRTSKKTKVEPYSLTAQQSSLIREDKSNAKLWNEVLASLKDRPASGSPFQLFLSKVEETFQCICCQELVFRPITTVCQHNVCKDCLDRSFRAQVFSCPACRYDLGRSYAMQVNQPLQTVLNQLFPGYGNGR
TDP2 inh: blocks human TDP2 phosphodiesterase activity; AID 720702; 0.34% of 370,000 active; O95551; inhibition, % at 12.8 µM; recombinant TDP2, T5PNP hydrolysis, p-nitrophenol absorbance 415 nm;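 active = inhibition above the mean of all tested compounds plus 3 SD, set per campaign, cut at about 25% in these data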;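 note: 0% = DMSO with enzyme and 100% = buffer with substrate but no TDP2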
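Evaluation: % inhibition relative to enzyme-containing and enzyme-free wells. Material: recombinant human TDP2. Benchmarks: enzyme-free and DMSO wells. Timing: enzyme reaction with compound for 2 h at 37 °C. Compound dosing: 12.8 µM only. Measured by: p-Nitrophenol epi absorbance. Reagent: T5PNP substrate at 5 mM, a TopII-DNA adduct mimic. Replication: single well per compound.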
* = called active by the depositor; . = not tested or not shown.

SMILES	SIAE primary	mABHD4 FP	LEDGF integ inh	PG9 binder	DDE Tn7 FP inh	TCR CD3 inh	HTRA1 inh	PRMT1 inh	UHRF1 binding	TDP2 inh
O=C(N/N=C/c1cccc([N+](=O)[O-])c1)C1CC(=O)N(c2ccc(Cl)cc2)C1 (configuration not stated)	2	2	4	1.0	-3	-3	-5	2	0	-3
CC(C)Nc1nc(Cl)nc(N(C#N)CN2C(=O)c3ccccc3C2=O)n1	1	-11	4	-2.6	-5	-8	-6	-2	2	-10
O=S1(=O)c2ccc(Br)cc2-n2nncc2CN1Cc1cccc(Cl)c1	-2	-6	2	1.6	-2	3	.	0	13	-13
Cc1c(Cc2ccccc2)c(=O)oc2cc(OCC(=O)N[C@@H](Cc3ccccc3)C(=O)O)ccc12	4	10	1	0.8	12	-7	-9	1	-1	-1
Cc1ccc(C2c3[nH]c4ccccc4c3C[C@H]3C(=O)N(c4ccccc4C(=O)NCCCN4CCOCC4)C(=O)N23)cc1 (some centres not stated)	2	2	-3	-1.2	4	7	-15	2	0	-3
Nc1ccccc1-c1nnc(-c2ccc(-c3ccccc3)cc2)o1	-1	0	4	-0.5	-9	1	2	-2	0	-13
O=C(OCc1c(Cl)cccc1Cl)c1cnccn1	2	0	1	0.5	3	-3	-3	0	-4	13
O=C1CCN(S(=O)(=O)c2ccc(Cl)cc2)N1	-4	-3	3	-3.4	-5	6	3	-2	-4	0
Clc1cccc(CNc2ccn3nc(-c4ccc(OCc5ccccc5)cc4)cc3n2)c1	-17	-49	-2	-0.5	1	5	.	-2	0	-1
COc1cccc(-c2nc(N3CCCCC3)c3ccccc3n2)c1O	4	0	1	1.0	0	5	3	-6	-2	-14
Cc1nn(-c2ccccc2)c2c1C(O)CC(C)(C)C2 (configuration not stated)	-10	-2	-7	-0.2	4	4	5	1	1	-11
CC(=O)NC12CC3CC(C1)CC(C(=O)N1CCN(S(=O)(=O)c4ccc(Cl)s4)CC1)(C3)C2	-5	-2	1	-0.3	6	5	-1	0	1	5
Cc1ccc(/C(O)=C/c2nc3cc(C)ccc3oc2=O)cc1	2	5	-2	-1.4	-3	-1	.	1	0	-7
C#CCn1c(-c2ccccc2)ccc(C#N)c1=O	-6	-8	-1	-0.8	2	2	-9	-3	0	2
CCn1nnnc1SCC(=O)Nc1nc2ccc(OC)cc2s1	-9	-9	2	-2.0	-9	3	-4	-4	4	-13
Cc1cc(C)c(-c2nc3ccccc3s2)[nH]1	-5	-17	5	-0.5	0	-11	-26	1	-1	-7
CCOc1ccc(NC(=O)C2CC(=O)N3CCCN=C3S2)cc1 (configuration not stated)	5	-6	-1	0.2	-1	5	0	18	1	3
COC1OC2COC(c3ccccc3)OC2C(OC(=O)c2ccccc2)C1OC(=O)c1ccccc1 (configuration not stated)	-5	-11	-1	1.6	3	-3	-28	4	4	11
CC1=C(O)c2ccccc2C(=O)C1=O	4	-2	1	-19	5	-3	.	6	-8	5
CCNc1nnc(-c2ccccc2OC)s1	0	-2	0	0.9	2	-3	.	-1	-2	10
CC(=O)Nc1ccc(NC(=O)c2ccc(OCc3c(C)noc3C)cc2)cc1	1	1	-5	0.0	1	-5	-2	-1	0	2
O=C(Cc1ccc(Br)cc1)N1CCCC1	4	4	0	-3.0	-1	3	2	0	-2	1
CCCc1c(-c2cccc(F)c2)ncn1Cc1ccccc1OC	1	-12	5	0.7	3	-1	.	-5	-3	3
C/C(=C/c1ccccc1)C(=O)N1CCN(c2ccccc2F)CC1	2	-11	8	-1.1	-1	-2	3	-4	1	-18
CC1=CC(C)C(C(=O)O)C(C(=O)N2CCN(C)CC2)C1 (configuration not stated)	0	6	-1	-0.6	-4	-2	-2	4	-2	-2
C1CNCCOCCNCCN1	4	5	-7	-0.5	0	-3	8	-2	0	0
Cc1cccc(C)c1NC(=O)CSc1nc2[nH]c(=O)cc(O)c2s1	5	3	3	-1.4	-1	-1	11	5	-2	11
COC(=O)c1cc(=O)cc(C(=O)OC)o1	0	2	0	1.4	0	-1	2	-3	3	-12
CCOC(=O)C1=C(C)NC(=O)NC1c1ccc(N(CC)CC)cc1 (configuration not stated)	-6	-9	4	-0.2	-1	7	-1	-5	-1	-20
COc1cccc(CNc2nc(NC(C)C)nc3ccsc23)c1OC	5	0	-3	1.4	5	-4	.	3	0	-3
CCc1ccc(CN(C)C(=O)C2CCC(=O)N(CCc3ccc(OC)cc3)C2)nc1 (configuration not stated)	2	0	-1	-1.0	1	-6	1	-2	2	2
CCCCN(C(=S)Nc1ccc(F)cc1)c1c(N)n(CCC)c(=O)[nH]c1=O	-7	6	-5	-0.8	1	0	-1	-1	0	7
Cc1cccc(OC(C)C(=O)OCC(=O)Nc2sccc2C(N)=O)c1 (configuration not stated)	1	-5	2	-1.0	2	1	-8	-4	-1	7
CCOC(=O)c1c(Nc2ccccc2OCCOC)n[nH]c1C	-3	6	-9	0.4	0	1	3	2	2	-12
CC(C)COc1ccccc1C(=O)NC(CO)C(=O)O (configuration not stated)	1	3	-5	1.0	-2	6	8	-1	-2	0
COc1ccc(CCC(C)NC2CCCCCCC2)cc1 (configuration not stated)	-1	8	8	-2.0	0	-1	-1	1	1	7
O=C(NCC1CCCO1)C1CCC(CNS(=O)(=O)c2ccccc2)CC1 (configuration not stated)	-4	-1	1	1.2	-6	10	-4	-1	0	-2
CCOC(=O)C1=C(C)NC(C)=C(C(=O)OCC)C1C(=O)OCC(=O)NC	3	3	-5	0.3	-3	-6	4	1	2	12
COc1ccc(CCNC(=O)CSCc2ccc([N+](=O)[O-])cc2)cc1	0	-4	-2	1.4	3	-3	5	3	4	-5
CCOc1ccc(Nc2nnc(Cc3ccc(OC)cc3)c(=O)[nH]2)cc1	-7	-1	1	-0.4	0	4	8	-1	0	4
CC1CCc2nc3ccccc3c(C(=O)OCC(=O)N3CCc4ccccc43)c2C1 (configuration not stated)	-3	-11	2	-1.6	-2	0	-3	1	6	3
O=C(NC1CCCCCC1)c1ccc[nH]c1=S	-5	3	7	-0.1	-5	-10	-1	49*	4	-7
CCCCCN(C(=O)CCC(=O)OCc1ccccc1F)c1c(N)n(CCCC)c(=O)[nH]c1=O	-5	-1	3	1.7	-3	3	-2	-8	1	-12
S=c1[nH]nc(COc2ccc(Cl)cc2)n1Cc1ccccc1	5	1	0	-1.1	-1	-5	-3	6	0	-7
Cn1c(C(=O)NCCN2CCc3ccccc3C2)cc2c(=O)n(C)c3ccccc3c21	8	3	0	1.8	-1	3	-5	0	-4	-1
COc1ccccc1-c1nn(Cc2ccccc2)cc1/C=C/C(=O)O	4	2	-1	-1.9	4	4	9	-2	-1	5
c1ccc(Cn2cc(CCOCc3ccccn3)c3ccccc32)cc1	1	-7	3	-1.4	0	-7	.	5	-1	-19
COC(=O)CN1C(=O)[C@H]2[C@@H](c3ccc(C)o3)N3C(=O)CN(CCO)C(=O)[C@@]3(C)[C@H]2C1=O	-4	0	0	-0.9	-2	2	-2	0	-4	2
O=C(CCn1nc(-c2ccc(Cl)cc2)c2ccccc2c1=O)NCCN1CCOCC1	-3	-5	-1	-0.6	9	2	5	1	-3	11
NC(=O)c1cc([N+](=O)[O-])ccc1NCc1cccc(N)c1	5	10	-3	0.6	-6	-4	-6	4	-3	-5
CN1CCN(c2cc(C(F)(F)F)nc(-c3ccccn3)n2)CC1	-6	-2	4	-4.4	-7	1	0	-2	-3	-1
CC1(C)COCN1C(=O)c1ccc(C#N)cc1	-9	0	0	1.4	5	6	-6	-1	-1	5
Cc1ccc(O)c(-c2cc(C(=O)Nc3ccc(S(=O)(=O)Nc4nccc(C)n4)cc3)[nH]n2)c1	-27	-31	2	0.2	0	60*	-35	0	1	9
O=C(CN1C(=O)c2ccccc2S1(=O)=O)NCc1ccc(F)cc1	-6	-3	-6	-1.3	1	-1	-1	0	1	5
CCOC(=O)c1oc2ccccc2c1CSc1nnnn1-c1ccccc1	2	6	-1	-0.8	-2	12	-4	-1	-1	-12
CN(/N=C/c1cccs1)c1cc(=O)n(C)c(=O)[nH]1	-1	-12	-4	-0.7	4	-16	6	4	-13	-7
C=CCN1[C@H](CC(C)C)COc2cc(F)ccc2S1(=O)=O	0	-4	-3	.	6	.	.	1	1	-2
CCCCC(=O)Nc1cccc(NC(=O)c2cccc([N+](=O)[O-])c2)c1	2	-2	1	-3.5	2	-2	-14	0	-1	0
Cc1c(C(=O)OCC(=O)N2CCCC(C)C2)oc2ccccc12 (configuration not stated)	2	-1	-3	0.5	3	13	1	-3	0	6
CCn1c(=O)n(CC)c2cc(N3CCCC3)c(NC(=O)c3ccc(C)c([N+](=O)[O-])c3)cc21	13	9	1	-5.8	5	7	8	-1	12	3

Full records from above. Order of values: SIAE primary, mABHD4 FP, LEDGF integ inh, PG9 binder, DDE Tn7 FP inh, TCR CD3 inh, HTRA1 inh, PRMT1 inh, UHRF1 binding, TDP2 inh
Cc1cccc(OC(C)C(=O)OCC(=O)Nc2sccc2C(N)=O)c1 (configuration not stated) is listed as 1, -5, 2, -1.0, 2, 1, -8, -4, -1, 7
O=S1(=O)c2ccc(Br)cc2-n2nncc2CN1Cc1cccc(Cl)c1 is listed as -2, -6, 2, 1.6, -2, 3, ., 0, 13, -13
O=C1CCN(S(=O)(=O)c2ccc(Cl)cc2)N1 is listed as -4, -3, 3, -3.4, -5, 6, 3, -2, -4, 0
CC1(C)COCN1C(=O)c1ccc(C#N)cc1 is listed as -9, 0, 0, 1.4, 5, 6, -6, -1, -1, 5
COC1OC2COC(c3ccccc3)OC2C(OC(=O)c2ccccc2)C1OC(=O)c1ccccc1 (configuration not stated) is listed as -5, -11, -1, 1.6, 3, -3, -28, 4, 4, 11

Later entries:
SMILES	SIAE primary	mABHD4 FP	LEDGF integ inh	PG9 binder	DDE Tn7 FP inh	TCR CD3 inh	HTRA1 inh	PRMT1 inh	UHRF1 binding	TDP2 inh
Cc1cc(N/C=C/C(=O)c2cccc3ccccc23)no1	-1	4	-2	0.0	2	-4	-15	0	-1	3
CCn1c(SCC(=O)Nc2nc(-c3ccccc3)cs2)nnc1-c1ccccc1	-14	-28	-2	-1.8	-2	0	-43	-3	0	-6
O=C(CSc1nnc(-c2ccc(NS(=O)(=O)c3ccccc3)cc2)o1)NCC1CCCO1 (configuration not stated)	0	4	-3	-0.5	-4	-1	0	0	2	5
COc1ccc(C(CC(=O)Nc2ccc(C)cn2)N2Cc3ccccc3C2=O)cc1 (configuration not stated)	-8	-3	-7	-3.1	4	-8	1	1	1	-10
O=C1CC(C(=O)NC2CCCCC2)C2(CCCCC2)O1 (configuration not stated)	-4	1	-4	1.2	10	7	-1	-3	1	1
C#CCSc1nc(Cc2ccc(Cl)cc2)nc2ccccc12	1	3	-3	0.3	-4	-6	-7	1	-1	7
